Assay outcomes (PubChem)
OXTR potentiate: human OXTR potentiators, primary screen, fluorescence, CHO-OTR cells, Fluo-8 calcium; Fluo-8 calcium fluorescence, potentiator mode; 0% = oxytocin EC15, 100% = EC100; activation, % at 3 µM; 0.061% of 320,000 active;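 active = activation above that plate's cutoff, the mean activation of tested compounds plus 3 SD, cut at about 6.6% in these data, passing the limit was not always enough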;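 note: 100% uses oxytocin at 75 nM as the full agonist control; some results filed as inactive read as strong as hits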
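Replication – single well per compound, singlicate · Assay system – CHO cell line stably expressing human OTR · Timing – 6 min pre-incubation, 100 s read · Measure – normalized max/min fluorescence ratio, % activation · Doses – 3.0 µM, one dose · Detection – Fluo-8 calcium dye fluorescence · Probe or stimulus – oxytocin near EC15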
M4 antag: human M4 muscarinic receptor antagonists, primary screen, CHO cells, Fluo-8 calcium fluorescence | inhibition, % at 3 µM | Muscarinic acetylcholine receptor M4 (Homo sapiens), P08173 | 0.73% of 360,000 active | CHO-hM4 cells, ACh EC80;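 active = inhibition above its plate's cutoff, the mean inhibition of sample wells plus 3 SD, cut at about 27% in these data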;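 note: 0% = acetylcholine EC80 with DMSO and 100% = DMSO without agonist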
Target sequence (P08173 whole entry, looked up): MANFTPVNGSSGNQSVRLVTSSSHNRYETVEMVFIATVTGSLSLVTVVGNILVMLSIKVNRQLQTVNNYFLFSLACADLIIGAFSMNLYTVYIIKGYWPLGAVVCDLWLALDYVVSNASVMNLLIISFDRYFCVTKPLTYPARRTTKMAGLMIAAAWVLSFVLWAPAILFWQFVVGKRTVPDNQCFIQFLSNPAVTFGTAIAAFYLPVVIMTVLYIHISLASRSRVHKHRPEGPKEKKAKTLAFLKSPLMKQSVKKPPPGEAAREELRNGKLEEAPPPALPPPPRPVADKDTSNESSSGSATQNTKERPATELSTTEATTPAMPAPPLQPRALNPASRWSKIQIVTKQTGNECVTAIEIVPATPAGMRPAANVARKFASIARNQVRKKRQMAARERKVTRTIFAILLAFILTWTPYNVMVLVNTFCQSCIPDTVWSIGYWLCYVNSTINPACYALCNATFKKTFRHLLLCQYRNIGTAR
CHRM1 PAM: human M1 muscarinic receptor positive allosteric modulators, primary screen, CHO-K1 cells, Fluo-8 calcium fluorescence, 1536-well | CHO-K1 hM1, ACh EC20; 0% = ACh EC20, 100% = maximal ACh | 0.088% of 360,000 active | Muscarinic acetylcholine receptor M1 (Homo sapiens), P11229 | activation, % at 3 µM; in the data active = activation above about 19%, passing the limit was not always enough
Target sequence (P11229 whole entry, looked up): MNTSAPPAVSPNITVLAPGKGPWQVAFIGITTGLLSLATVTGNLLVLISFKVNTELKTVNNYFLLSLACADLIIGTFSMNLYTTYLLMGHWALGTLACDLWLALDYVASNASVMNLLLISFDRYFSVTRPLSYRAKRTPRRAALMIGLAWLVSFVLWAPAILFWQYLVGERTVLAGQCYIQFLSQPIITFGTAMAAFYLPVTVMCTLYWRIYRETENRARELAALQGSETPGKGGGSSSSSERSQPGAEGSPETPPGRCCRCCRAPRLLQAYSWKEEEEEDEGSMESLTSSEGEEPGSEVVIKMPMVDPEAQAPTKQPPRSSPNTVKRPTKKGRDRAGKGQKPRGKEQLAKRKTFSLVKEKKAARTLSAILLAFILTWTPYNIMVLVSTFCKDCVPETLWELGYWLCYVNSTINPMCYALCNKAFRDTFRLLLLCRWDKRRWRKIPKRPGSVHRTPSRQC
CHO parental Ca: ATP-evoked calcium signal inhibitors, parental CHO, primary screen, counter-screen for OX1R antagonist project, cell-based, fluorescence, Fluo-8 calcium dye. parental CHO-K1, ATP-induced calcium, Fluo-8 fluorescence. inhibition, % at 5.6 µM. 0.63% of 330,000 active. AID 463079, 2010;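 active = inhibition above that plate's mean sample inhibition plus 3 SD, cut at about 26% in these data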;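 note: 0% = ATP-challenged DMSO wells and 100% = DMSO wells without ATP; some compounds past the cut are filed as inactive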
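Material – parental CHO cells · Reagent – ATP stimulus · Compound – single nominal dose of 5.6 µM per compound · Detection – Fluo-8 fluorescence · Read-out basis – percent inhibition of calcium signal · Controls – ATP-challenged DMSO wells low, unchallenged DMSO wells high · Repeats – no replicates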
CHRM1 agonist: human M1 muscarinic receptor agonists, primary screen, Fluo-8 calcium fluorescence, CHO-K1 cells, HTS; activation, % at 3 µM; Muscarinic acetylcholine receptor M1 (Homo sapiens), P11229; 0.33% of 360,000 active; CHO-K1 hM1, agonist mode; 0% DMSO, 100% acetylcholine EC100;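 active = activation above the run's mean compound activation plus 3 SD, cut at about 16% in these data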;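 note: peak over basal fluorescence ratio within a 140 s kinetic read after compound addition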
CHRM4 agonist: human M4 muscarinic receptor agonists, primary screen, CHO-K1 cells, Fluo-8 calcium fluorescence. Muscarinic acetylcholine receptor M4 (Homo sapiens), P08173. AID 624127, 2012. activation, % at 3 µM. CHO-K1 hM4/Gqi5; vehicle 0%, full acetylcholine response 100%. 0.14% of 360,000 active;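 active = activation above the run mean over all test wells plus 3 SD, cut at about 32% in these data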;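 note: peak over basal fluorescence ratio per well then scaled between controls; 0% = DMSO wells and 100% = acetylcholine at EC100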
M1 ag parental: counter-screen for M1 agonists: effect in parental CHO-K1 cells; 0.48% of 360,000 active; AID 602248, 2012; activation, % at 3 µM; Fluo-8 calcium fluorescence; scaled to maximal ATP response, vehicle zero; in the data active = activation above about 15%;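 note: untransfected CHO-K1 host cells lacking M1 receptor as counterscreen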
M1 antag: human M1 muscarinic receptor antagonists, primary screen, CHO-K1 cells, Fluo-8 calcium fluorescence, 1536-well | Muscarinic acetylcholine receptor M1 (Homo sapiens), P11229 | CHO-K1 hM1, ACh EC80 antagonist | inhibition, % at 3 µM | 1.3% of 360,000 active | AID 588852, 2011;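 active = percent inhibition above its own plate's cutoff, namely the mean of that plate's compound wells plus 3 SD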;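 note: peak over basal fluorescence ratio during 140 s after agonist addition; 0% = ACh EC80 plus DMSO and 100% = DMSO alone without agonist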
CHO-K1 Ca antag: nonselective inhibitor or artifact in parental CHO-K1 cells; ATP-induced calcium, Fluo-8 fluorescence; inhibition, % at 3 µM; AID 602250; 0.6% of 360,000 active;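 active = inhibition above a per-plate cutoff, the plate's mean sample inhibition plus 3 SD, cut at about 24% in these data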;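 note: 0% = DMSO plus EC80 ATP and 100% = DMSO alone without ATP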
Starred values were filed as active, the others as inactive; x = no result given; & = joins results of further samples.

SMILES	OXTR potentiate	M4 antag	CHRM1 PAM	CHO parental Ca	CHRM1 agonist	CHRM4 agonist	M1 ag parental	M1 antag	CHO-K1 Ca antag
CCOc1ccccc1N1CCN(C(=O)c2cc(S(=O)(=O)N(C)C)ccc2N2CCCC2)CC1	-2.5	-4.0	-6.6	-12.5	-3.0	20.3	7.0	11.7	1.7
Cc1ccc(S(=O)(=O)N(CC(=O)Nc2ccc(Cl)cc2)C(=O)N2CCN(C)CC2)cc1	x	-17.0	4.7	x	-5.1	0.9	0.6	-9.7	-4.6
CN(C)S(=O)(=O)c1cccc(NC(=S)NCc2ccco2)c1	-13.3	1.3	11.1	25.3	1.8	2.3	4.0	-9.5	-13.8
CCOC(=O)N1CCN(C(=O)CCl)CC1	-3.5	-0.3	4.2	-2.9	-3.4	3.1	0.4	-7.7	-12.2
CCOc1ccccc1N1C(=O)c2ccc(S(=O)(=O)c3ccc(C(=O)O)cc3)cc2C1=O	-11.9	4.5	5.5	8.9	-2.3	0.5	1.2	-4.1	-11.8
CC(C)(Oc1ccc(Cl)cc1)C(=O)N1CCC(C(N)=O)CC1	-21.0	-0.7	-0.6	5.2	1.1	2.7	1.4	4.9	-0.8
CC(=O)Nc1ccc(NC(=O)C2C3C=CC(C3)C2C(=O)O)cc1 (stereo not given)	-9.3	2.3	5.0	-4.4	1.0	1.3	0.0	-16.6	-2.6
CC(C)(CSc1nncn1N)NS(=O)(=O)c1ccc(Cl)cc1	-10.8	-9.0	5.7	1.5	-3.9	0.0	0.0	-9.4	-8.7
CN(C)C(CNc1ccc(S(C)(=O)=O)cc1[N+](=O)[O-])Cc1ccccc1 (stereo not given)	1.4	-3.0	14.9	-21.1	-6.1	1.9	1.8	-16.5	-15.4
COc1ccc(CN2CCN(Cc3ccccc3C(F)(F)F)CC2)c(OC)c1	-6.7	6.4	-20.6	-22.1	-5.9	17.0	8.8	24.2	1.7
COc1cccc(C=NNC(=O)c2ccncc2)c1O	x	2.2	5.4	x	0.7	2.6	0.5	-10.3	-20.8
CCCc1cc(-c2nc(-c3ccc(Br)cc3)cs2)ccn1	-4.8	-6.6	5.8	-11.6	-6.1	-0.2	0.7	-9.5	-0.1
O=C(OCc1cccc(C(F)(F)F)c1)c1ccc[nH]c1=O	-6.0	4.7	3.9	-4.8	-6.0	1.3	5.0	-3.3	-10.8
CC(=O)Nc1ccc(NC(=O)C(C)OC(=O)c2ccc(-n3cnnn3)cc2)cc1 (stereo not given)	-0.8	15.3	11.2	2.4	0.7	0.2	0.1	-2.9	5.7
Clc1ccc(OCCN2CCN(c3ncnc4sccc34)CC2)cc1	-5.4	35.3*	-15.0	11.2	-1.9	12.1	6.8	25.3*	33.5*
CC(=O)Nc1cccc2c1C(=O)N(c1ccc(OC(C)=O)cc1)C2=O	-7.3	13.8	7.3	-20.9	-4.4	0.8	0.8	0.0	-2.5
O=C(CC1NCCNC1=O)Nc1cccc([N+](=O)[O-])c1 (stereo not given)	-12.2	-3.8	16.3	12.4	0.1	1.4	0.2	-16.4	-15.8
COc1cccc(CSc2nc3ccccc3cc2C=O)c1	-16.4	12.6	-7.7	-11.8	-3.8	0.4	0.7	-8.2	7.0
CC(=O)c1ccc(Nc2nc3ccc(C)cc3n3cnnc23)cc1	-10.4	4.7	5.0	-5.5	-2.8	0.4	0.2	-8.7	-7.0
COC(=O)CCCc1nc2ccccc2s1	-0.7	8.3	4.6	-11.1	-3.3	0.2	0.0	-0.5	-2.0
CC(C)N1CCC(=NNc2ccc([N+](=O)[O-])cc2S(=O)(=O)N2CCOCC2)CC1	1.0	-2.2	-1.1	-5.3	-3.9	0.1	0.2	19.3	-0.5
Cc1ccccc1N1CCN(C2CCCN(C(=O)c3cnsn3)C2)CC1 (stereo not given)	-4.0	-13.1	3.7	-12.8	-2.8	4.4	10.6	-7.6	-9.9
Cc1cc(C)c(C)c(S(=O)(=O)N2CCC(C(=O)Nc3ccccc3N3CCOCC3)CC2)c1C	-2.3	-7.8	-14.2	-22.6	-1.2	0.8	-0.3	3.8	-6.1
CC(NC(=O)c1ccc(F)cc1)C(=O)NC1=NCCS1 (stereo not given)	1.3	-6.7	7.2	-7.8	-8.0	0.6	-0.1	-11.3	9.5
Cc1cc2c(cc(C(=O)NCCCN3CCOCC3)n2Cc2ccc(Cl)cc2)o1	-7.5	-5.2	8.5	-18.1	-6.7	2.9	0.8	-14.5	-13.3
CCOc1ccc(OCC)c(NC(=O)CN2CCC(NC(=O)c3cccc(F)c3)CC2)c1	2.8	-1.3	-3.5	-26.2	3.7	4.5	2.2	1.4	4.7
Cc1ccc(NC(=O)C2CC(Cl)=CCC2C(=O)O)c([N+](=O)[O-])c1 (stereo not given)	-13.5	0.6	4.1	-2.2	-3.3	0.9	0.1	-5.6	-9.9
CCCNC(=O)c1cc(C2CCCCN2C(=O)OCCF)on1 (stereo not given)	x	-2.1	10.2	x	-7.6	8.6	1.1	-12.2	-10.1
CCN(CC)C(=O)C1=C(C)N(CCC2=CCCCC2)C(=O)C(CC(=O)NCC2CCCCC2)C1 (stereo not given)	x	-3.2	-4.3	x	-7.6	-1.0	-0.6	9.5	24.7*
Cc1cc(C(=O)NNC(=S)NC(=O)/C=C/c2ccccc2Cl)n[nH]1	-3.4	-1.8	15.8	1.4	6.8	-0.1	-1.1	-4.6	-14.2
COc1cccc(NC(=O)CCC(=O)Nc2cc(OC)c(NC(=O)c3cccs3)cc2OC)c1	x	11.5	-13.2	x	0.3	10.3	2.5	19.3	12.2
O=C(CSc1ccc(F)cc1)Nc1ccccc1Br	-13.9	-0.8	2.8	-17.9	-4.3	0.0	-0.2	-0.1	-1.7
CCOC(=O)c1sc(-c2ccc(Cl)cc2)nc1O	-16.2	-2.0	2.7	-2.6	-4.8	7.1	1.5	-4.2	-12.3
Cn1c(=O)c2c(ncn2CC(=O)OCC(=O)Nc2sccc2C(N)=O)n(C)c1=O	-1.1	16.4	1.5	-12.1	-1.4	0.2	0.8	4.4	-1.9
Cc1onc(-c2ccccc2Cl)c1C(=O)NNC(=O)c1nn(C)cc1Cl	-3.8	-7.3	11.9	-3.6	-3.3	1.0	0.7	-16.2	-8.0
O=C(O)c1ccc(N2CC3CC(C2)c2cccc(=O)n2C3)c(NC(=S)Nc2ccc(Cl)cc2Cl)c1 (stereo not given)	-5.0	7.1	7.7	-0.3	-3.4	0.2	0.6	-4.7	-13.2

A portion from further up, as a working copy:
SMILES	OXTR potentiate	M4 antag	CHRM1 PAM	CHO parental Ca	CHRM1 agonist	CHRM4 agonist	M1 ag parental	M1 antag	CHO-K1 Ca antag
Cc1cc2c(cc(C(=O)NCCCN3CCOCC3)n2Cc2ccc(Cl)cc2)o1	-7.5	-5.2	8.5	-18.1	-6.7	2.9	0.8	-14.5	-13.3
CCOc1ccc(OCC)c(NC(=O)CN2CCC(NC(=O)c3cccc(F)c3)CC2)c1	2.8	-1.3	-3.5	-26.2	3.7	4.5	2.2	1.4	4.7
Cc1ccc(NC(=O)C2CC(Cl)=CCC2C(=O)O)c([N+](=O)[O-])c1 (stereo not given)	-13.5	0.6	4.1	-2.2	-3.3	0.9	0.1	-5.6	-9.9
CCCNC(=O)c1cc(C2CCCCN2C(=O)OCCF)on1 (stereo not given)	x	-2.1	10.2	x	-7.6	8.6	1.1	-12.2	-10.1
CCN(CC)C(=O)C1=C(C)N(CCC2=CCCCC2)C(=O)C(CC(=O)NCC2CCCCC2)C1 (stereo not given)	x	-3.2	-4.3	x	-7.6	-1.0	-0.6	9.5	24.7*

(next part)
SMILES	OXTR potentiate	M4 antag	CHRM1 PAM	CHO parental Ca	CHRM1 agonist	CHRM4 agonist	M1 ag parental	M1 antag	CHO-K1 Ca antag
CCOC(=O)c1c(NC(=O)CSc2nc3ccccc3o2)sc(C)c1C	-8.5	-4.3	0.1	-29.6	-5.9	1.8	1.2	-0.2	-12.5
Cc1cc(Cl)c(S(=O)(=O)N2CCN(c3ccc(F)cc3)CC2)cc1OCC(=O)NC1CCCCC1	-23.7	12.5	0.3	58.3*	-1.9	1.5	0.2	5.5	11.6
CCc1n[nH]c(=S)n1/N=C/c1ccccn1	-2.5	6.7	2.5	-7.5	1.0	0.6	0.7	-1.4	4.8
COc1cccc2cc(C(=O)C3=C(O)C(=O)N(CCN(C)C)C3c3ccc(F)cc3)oc12 (stereo not given)	1.3	0.0	6.8	-15.4	-6.9	0.5	0.2	-6.4	-18.2
C[C@]12CCC(=O)C[C@@H]1CC[C@@H]1[C@@H]2CC[C@]2(C)[C@@H](C(=O)COC(=O)CCC(=O)O)CC[C@@H]12	-3.7&-0.8	-5.6&-0.3	6.6&11.1	-4.1&0.1	-3.3&-5.3	1.6&-0.4	1.8&-0.2	-10.9&-13.8	-17.5&13.9
O=C(CCc1cccc(Cl)c1)NC1CCCN(Cc2ccccc2F)C1 (stereo not given)	-3.0	-7.2	5.6	-10.3	-8.7	0.1	0.1	-11.5	-2.6
Cn1cc(S(=O)(=O)CC(=O)Nc2ccc3c(c2)OCO3)c2ccccc21	1.7	-23.4	2.8	-12.2	-5.1	7.6	1.5	-23.2	-19.9
CSc1cccc(NC(=O)C(C)Sc2ccc(C)cc2)c1 (stereo not given)	-5.3	2.2	-5.7	-6.1	-6.7	-2.5	-0.5	3.9	5.1
COc1cccc(NC(=O)CSC(N)=O)c1	-6.9	-7.3	15.5	-11.2	1.5	4.0	1.0	-14.3	-9.9
CCc1c(C)nc(SCC(=O)NNC(=O)Cc2ccc(OC)cc2)[nH]c1=O	0.7	-0.7	3.0	-2.8	1.5	0.4	0.2	-7.6	-5.4
CC(C)C(NC(=O)C(c1ccccc1)c1ccccc1)c1nc2ccccc2[nH]1 (stereo not given)	-10.2	-1.4	6.2	-5.1	-4.0	0.1	0.4	-9.9	-11.4
O=C(NNc1ccccc1[N+](=O)[O-])Nc1ccc(F)cc1F	-10.5	9.9	4.1	-3.9	-2.5	3.6	2.8	8.8	-12.9
NS(=O)(=O)c1ccc(N=Cc2c(O)c3ccccc3oc2=O)cc1	1.6	2.5	-0.1	-4.6	-2.8	1.4	0.2	3.3	1.8
COc1cccc(C2c3[nH]c4ccccc4c3C[C@H]3C(=O)N(C4CC4)CC(=O)N23)c1 (stereo not given in full)	-0.1	-0.3	13.1	-21.4	-2.9	2.8	2.4	-20.7	-10.0
O=C(CNC(=O)c1cccc(Br)c1)N/N=C/c1ccc2c(c1)OCO2	-8.4	-4.2	1.0	-0.4	-4.5	2.6	1.6	5.6	6.3
NNc1nc(Nc2ccccc2)nc(N2CCCCC2)n1	-4.9	-4.8	-3.2	-39.9	-3.7	-0.9	0.1	-14.6	-14.5
CC(O)CNCCCOc1cccc(Oc2ccccc2)c1 (stereo not given)	-13.1	3.0	-6.2	-17.6	-8.2	3.8	1.2	5.7	-4.6
